EPAC1 antagonist: EPAC1 (human) antagonism | EPAC1 GEF assay, Rap1b-BODIPY-GDP exchange fluorescence | AID 720709 | hit rate 0.14% among 360,000 | Potency, µM (titrated, usually from 115 µM), inactives show top-dose activity change, negative = inhibition, hits mostly inhibitors;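 note: potency is the fitted concentration of half-maximal effect; plate controls were vehicle for no effect and positive control for full effect; nearly all actives have a fitted effect of over 50% in size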
PLK1 PBD block: inhibitors of human PLK1 polo-box domain binding; P53350; Plk1 PBD binding of FITC phosphopeptide, fluorescence polarization; Potency, µM, for inactives: max response, negative = inhibition, hits mostly inhibitors; hit rate 2.8% among 360,000; note: potency is the fitted concentration of half-maximal effect; series mostly up to about 57 µM; % is set by controls: 0 for no effect and ±100 for the full control effect; nearly all actives have a fitted effect of over 65% in size
PI5P4K alpha inh: inhibitors of human PI5P4K alpha. hit rate 1.2% among 330,000. P48426. max response, %. PI5P4Kalpha enzyme, ADP-Glo luminescence, 60 min; hits give low values. AID 652105; active = max response of -50% or lower; inconclusive = between -30% and -50%; inactive = -30% or higher; note: value at the top dose of about 77 µM; % is set by controls: 0 for no effect and ±100 for the full control effect
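ADP-Glo luminescence end-point after a 60 min room-temperature kinase reaction. PI5P4Kalpha and substrate in HEPES pH 7.4 buffer with EGTA, 0.1% CHAPS and 5% DMSO; ATP at 5 microM final.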
EPAC1 agonist: activates human EPAC1 exchange factor; EPAC1 agonist qHTS, biochemical assay; response scale: 100% = response to 6.5 mM cAMP; Potency, µM (doses to about 154 µM), inactives show at the top dose activation, most hits filed as activators; hit rate 0.073% among 360,000; AID 720707; note: potency is the fitted concentration of half-maximal effect; nearly all actives have a fitted effect of over 60% in size
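Normalized to 6.5 mM cAMP, activity reflects EPAC1-catalysed release of BODIPY-GDP from Rap1B, followed kinetically over 30 min at 480 nm excitation, 540 nm emission. Reaction contained 100 nM EPAC1, 250 nM Rap1B-BODIPY-GDP, 50 uM GDP.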
IL2 activator: IL-2 activation | IL-2 activation reporter assay, cell-based qHTS; stimulated with anti-CD3/CD4/CD28 beads; in transgenic mouse T cells | activation, % (series mostly up to about 46 µM) | hit rate 0.065% among 360,000 | AID 652025; in the data active = activation above about 50%; inconclusive = mostly about 30% to 49%; note: 0% is about no effect
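First, unstimulated transgenic mouse T cells were exposed to compound for 60 min. Next, anti-CD3/anti-CD4-coated beads with anti-CD28 were added. Finally, after 18 h at 37 degrees C, EGFP and DsRed were imaged.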
Abeta rescue: restores growth of yeast expressing A-beta42 peptide | yeast expressing A-beta42, growth rescue, OD600, 48 h; response scale: 0% DMSO, 100% iron-clioquinol control | AID 1347071 | Potency, µM (highest dose often 46.1 µM), inactives show top-dose growth rescue, most hits filed as activators | hit rate 0.063% among 410,000; note: potency is the fitted concentration of half-maximal effect; nearly all actives have a fitted effect of over 55% in size
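Growth rescue measured by 600 nm absorbance after 48 h yeast culture at 30 C with compound. Values normalized between DMSO and an equimolar ferric chloride plus clioquinol control.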
FUS yeast rescue: suppressors of FUS proteinopathy in yeast | S. cerevisiae FUS-expressing, growth rescue, OD600, 24 h | Potency, µM (titrated, usually from 76.6 µM), inactives show at the highest dose growth rescue (activation), usual class: activators | hit rate 0.24% among 390,000;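 note: potency is the fitted concentration of half-maximal effect; plate controls were DMSO vehicle for no effect and reference control for full effect; nearly all actives have a fitted effect of over 55% in size; some results filed as inactive show a strong effect at the top dose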
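Restored growth of FUS-toxic S. cerevisiae, read as 600 nm absorbance after 24 h at 30C in galactose medium (starting OD 0.005). Controls CP55940 and DMSO.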
WRN helicase inh: WRN helicase (human) inhibition. Q14191. WRN helicase unwinding, fluorescent forked duplex, kinetic. Potency, µM (series often up to 114 µM), for the others: top-dose activity change, negative = inhibition, usual class: inhibitors. hit rate 0.46% among 360,000. AID 651768; note: potency is the fitted concentration of half-maximal effect; % is set by controls: 0 for no effect and ±100 for the full control effect; nearly all actives have a fitted effect of over 55% in size
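Kinetic fluorescence helicase assay: unwinding of a quenched forked DNA duplex (100 nM final) with 2 mM ATP final raises red fluorescence (525/598 nm). Compounds sat 15 min at room temperature with 20 nM WRN beforehand.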
Starred values were filed as active, the others as inactive; ? = inconclusive; · = no result given; [ ] = another dose, or the depositor's remark. Unless noted, calls come from the whole dose curve; as a rule, active = well fitted curve in the direction sought with a large enough effect; inconclusive = small, poorly fitted or top-dose-only effect, or another doubt; inactive = no such curve, though single readings can be large; an effect the other way counts as inactive or inconclusive.

| structure | EPAC1 antagonist | PLK1 PBD block | PI5P4K alpha inh | EPAC1 agonist | IL2 activator | Abeta rescue | FUS yeast rescue | WRN helicase inh |
| --- | --- | --- | --- | --- | --- | --- | --- | --- |
| CN(Cc1ccc(OC(F)F)cc1)C(=O)c1ccc2nccnc2c1 | 4% | -3% | · | 4% | 0.0 | -5% | 26% | 0% |
| CCc1ccccc1NC(=O)c1cc2ncc(Br)cn2n1 | 3% | -8% | · | 3% | 0.1 | -1% | 25% | -8% |
| CC(=O)NCCc1ccc(C(=O)COC(=O)c2cc(C)oc2C)cc1 | -6% | -3% | -1 | 1% | 0.6 | -6% | 5% | 3% |
| CCOc1cc(NC(=S)NCCCN2CCOCC2)c(OCC)cc1NC(=O)c1ccccc1 | 9% | 5% | -3 | 5% | 0.3 | -7% | -3% | 1% |
| CN(C)C(=O)CCc1ccc2c3c([nH]c2c1)[C@]1(CCC2CCCC2)[C@@H](C(=O)N2CCOCC2)C[C@H](CC(=O)NC(C)(C)C)C(=O)N1CC3 | -13% | -6% | 0 | -12% | 0.7 | -1% | 33% | 0% |
| CC(OC(=O)C1CSC2(C)CCC(=O)N12)C(=O)Nc1cccc(C#N)c1 (stereo not drawn) | 6% | -1% | -1 | -3% | -4.3 | 2% | 2% | 9% |
| COc1ccc(-c2ccc3nncn3c2)cn1 | -17% | -12% | 0 | 5% | 2.0 | -4% | -13% | -4% |
| Cc1ccc(Nc2nc(-c3ccc(O)cc3O)cs2)nc1 | -7% | -15% | ? | 3% | -3.4 | -62%[inhibitor] | 5% | -12% |
| Cc1nnc(SCC(=O)Nc2nonc2C)s1 | -13% | 0% | 2 | -4% | -0.5 | 0% | 20% | -8% |
| COc1cc(NC(=O)CN2C(=O)c3ccccc3C2=O)c(C(=O)O)cc1OC | 6% | 0% | -7 | 4% | 1.0 | -1% | · | -8%[57.1 µM] |
| CCOC(=O)c1cc2sccc2n1CC(=O)N1CCCc2ccccc21 | -10% | 0% | · | 27% | -0.2 | 25% | 16% | -11% |
| CCOC(=O)C1=C(COC(=O)CCOc2ccc(C)cc2)NC(=O)NC1C (stereo not drawn) | 10% | -6% | 4 | -6% | -4.7 | -8% | 0% | -6% |
| Cc1ccc(N2CC(C(=O)NCCN3CCOCC3)CC2=O)cc1 (stereo not drawn) | -12% | 5% | -3 | 10% | -1.8 | 1% | 14% | 1% |
| O=c1[nH]cnc2c1N=C(c1cccc([N+](=O)[O-])c1)CC(c1ccccc1)N2 (stereo not drawn) | 3% | -13% | -2 | 6% | -4.1 | 22% | 12% | -13%[57.1 µM] |
| O=C(NCc1ccc(F)cc1)C1CCC(CNS(=O)(=O)c2ccccc2)CC1 (stereo not drawn) | 9% | 27µM* | -1 | -9% | 0.3 | -3% | -26% | 0% |
| CC(=O)Nc1ccc(S(=O)(=O)NC(C)C(=O)OCC(=O)NC2CCCC2)cc1 (stereo not drawn) | -7% | -6% | -6 | 0% | 0.7 | 17% | · | -5% |
| CS(=O)(=O)N1CCC(C(=O)Nc2cc(C(F)(F)F)ccc2Cl)CC1 | 0% | -2% | · | -1% | 1.1 | 10% | 7% | -6% |
| O=C(NCCS(=O)(=O)N1CCN(c2ccccc2)CC1)C1CCCCC1 | 0% | -4% | 2 | 9% | -2.4 | -7% | 1% | 6% |
| Oc1ccc(/C=N/Nc2nc(-c3ccccc3F)nc3ccccc23)c(O)c1 | -32% | 7% | 0 | 27% | -0.4 | -47%[inhibitor] | 30% | -26% |
| COC(=O)c1ccc(N(CC(=O)NC2CCCC2)C(=O)CNC(=O)c2ccco2)cc1 | 1% | -14% | -2 | -8% | 1.1 | -6% | 10% | 3% |
| CC(NC(=S)Nc1ccc(F)cc1)C(c1cccs1)N1CCOCC1 (stereo not drawn) | -11% | -9% | 2 | -9% | -0.3 | 5% | -9% | -9% |
| CCCc1cc(C(=O)Nc2cc(Cl)ccc2O)no1 | -16% | 3% | 0 | -14% | -2.8 | 6% | -7% | -29% |
| COc1ccc(Cc2nnc(NC(=O)C3CCCO3)s2)cc1 (stereo not drawn) | 3% | 1% | -10 | -1% | -1.7 | 11% | 6% | 0% |
| CN(C)S(=O)(=O)c1cccc(NC(=O)C2Cc3ccccc3CN2C(=O)c2ccccc2)c1 (stereo not drawn) | -6% | -11% | -1 | -7% | -3.7 | -12% | ? | -8% |
| O=C(c1ccc(CS(=O)Cc2ccccc2Cl)o1)N1CCN(c2ccccc2)CC1 (stereo not drawn) | 7% | -18% | -3 | 11% | -2.2 | 2% | 11% | 1% |
| COc1ccc2nc(SCC(=O)NCCc3ccccc3)[nH]c2c1 | -15% | 4% | 11 | -2% | -1.1 | 14% | 5% | 1% |
| N#C/C(=C\c1cccs1)c1nc2ccccc2[nH]1 | -13% | 1% | -6 | 10% | -3.8 | -16% | ? | -6% |
| CCc1ccc2nc(Nc3ncc(C(C)=O)c(C)n3)nc(C)c2c1 | -22% | -16% | -5 | 2% | 0.5 | 2% | 15% | 5% |
| CC1(C)Cc2c(c(N3CCOCC3)nc3sc4c(NCCN5CCOCC5)nnnc4c23)CS1 | -8% | -6% | 1 | 15% | 0.2 | -13% | 21% | 2% |
| O=C(Cc1ccc(Br)cc1)NC1CCCc2ccccc21 (stereo not drawn) | 1% | 0% | 2 | -4% | 0.7 | 16% | 11% | -2% |
| COC(=O)c1ccc(COn2c(=O)c(C)[n+]([O-])c3ccccc32)cc1 | -2% | -13% | -1 | 4% | 0.7 | 0% | -9% | 6% |
| O=C1C(O)CC2c3ccccc3CC3(CCCC3)N12 (stereo not drawn) | -14% | ? | -5 | 0% | -2.0 | 2% | 4% | 5% |
| O=C(Cc1cccs1)Nc1ccc(F)c(S(=O)(=O)N2CCOCC2)c1 | -5% | -7% | -27 | 7% | 1.0 | -9% | -3% | 0% |
| Cc1ccc(S[C@@H](CCN2CC[C@H](C(C)(C)C)CCC2=O)c2ccccc2)cc1 | -25% | -17% | 0 | 1% | -0.7 | -6% | 35% | -6% |
| CCc1nnc(NS(=O)(=O)c2ccc(NC(=S)NC(=O)/C=C/c3ccccc3)cc2)s1 | ? | ? | ? | 2% | -2.1 | -17% | 30% | ? |
| CSc1ccc(S(=O)(=O)NCc2ccc(Cl)cc2Cl)cc1 | -8% | 2% | · | 12% | -1.2 | -1% | 32% | -10% |
| CC1(C)CC(NC(=O)c2ccc(Cl)c(S(=O)(=O)N(Cc3ccccc3)c3ccccc3)c2)CC(C)(C)N1 | -1% | -5% | 7 | 2% | -6.9 | 7% | 31% | -6% |
| O=C(CCc1nnc2ccc(NCCCN3CCCC3=O)nn12)NCc1ccccc1Cl | 5% | 2% | -2 | -4% | -0.2 | -2% | -10% | -1% |
| O=C(Nc1c2c(nn1-c1cccc(Cl)c1)CS(=O)(=O)C2)c1cccs1 | 16% | -12% | -1 | 4% | -2.1 | 19% | 3% | -7%[57.1 µM] |
| O=C1CCN(CCCN2CCC(=O)N(Cc3ccccc3)C2=S)C(=S)N1Cc1ccccc1 | -7% | -1% | 4 | 8% | -0.5 | 6% | ? | 1% |
| COc1ccc(S(=O)(=O)Nc2ccc(NC(C)=O)cc2)cc1Cl | 17% | -8% | 3 | 10% | -1.9 | 8% | ? | -15% |
| O=C(/N=C1/c2ccccc2CN1c1ccccc1)Nc1ccccc1 | 9% | -6% | 9 | 13% | -1.8 | -6% | 24% | -14% |
| O=C(CCC(=O)Nc1ccccc1)N/N=C/c1ccco1 | -4% | -18% | · | 8% | -1.2 | 14% | 28% | -7% |
| O=C(C[C@@H]1C/C=C/CC[C@H](Cc2ccc(F)cc2)C(=O)OCCNC1=O)N[C@H](CO)Cc1ccccc1 | 6% | -8% | -5 | -12% | -0.4 | -11% | 24% | 0% |
| COc1ccccc1C(=O)NCC(=O)OCC(=O)c1ccc2c(c1)-c1ccccc1C2 | 4% | 2% | 6 | -3% | 0.0 | 4% | · | 9% |
| CC(=O)NCCNC(=O)c1ccc(-n2c(C)ccc2C)cc1 | -11% | 5% | 4 | -3% | -1.5 | 2% | 28% | 4%[57.1 µM] |
| COc1ccc(-c2c(C)nn(-c3ccccc3)c2N)cc1OC | 0% | -16% | · | 11% | -2.8 | -5% | 16% | -6% |
| CC1=NN(C(=O)COc2ccccc2)C(O)(c2ccccc2)C1 (stereo not drawn) | -1% | -1% | 11 | 5% | 1.6 | 33% | 5% | -7% |
| COC(=O)c1cc(C(=O)OC)n(Cc2ccc(F)cc2)c1C | 5% | -12% | 4 | 5% | -3.0 | -16% | -8% | -5% |
| O=c1[nH]c2cc3c(cc2cc1C(c1nnnn1C1CCCC1)N1CCSCC1)OCCO3 (stereo not drawn) | 4% | -3% | 8 | 7% | 0.0 | 11% | · | -11% |
| NC(=O)c1ccsc1NC(=O)COC(=O)c1c(F)cccc1Cl | 0% | -14% | -1 | 11% | 0.2 | 6% | -11% | 3% |
| Cc1ccc(S(=O)(=O)N2CCN(S(=O)(=O)N3CCCCC3)CC2)c(C)c1 | 15% | 1% | · | -6% | 1.9 | 9% | 4% | 5% |
| COCCn1nnnc1SCC(=O)c1ccccc1 | -8% | -10% | 1 | 10% | 4.1 | -8% | 4% | -12% |
| OCCC1CN(Cc2cn[nH]c2C2CCCCC2)CCN1Cc1ccccc1 (stereo not drawn) | 8% | 0% | 1 | -7% | -0.7 | -1% | 0% | -3% |
| CCCSc1nc2c(cnn2-c2ccc(C)cc2)c(=O)[nH]1 | -5% | -6% | 7 | 4% | -0.6 | -7% | -27% | -2% |
| N#CCCN(C(=O)COC(=O)c1cccc(S(=O)(=O)N2CCCCCC2)c1)c1ccc(F)cc1 | -8% | -3% | 0 | 17% | 3.8 | -12% | · | 1% |
| CC(C)Nc1nc(C#N)nc(NC(C)C)n1 | 2% | -2% | · | 0% | -3.0 | 24% | 4% | -2% |
| N#CC(=Cc1cccs1)c1nc(-c2ccc(Cl)cc2)cs1 | 0% | 14% | 0 | 3% | 2.9 | 2% | -32% | 1% |
| Cc1ccsc1/C=N/NC(=O)C(N)=O | -6% | -2% | -4 | -4% | -1.6 | -14% | -16% | 7% |

Two entries from above, with values under each structure:
Values run as follows: EPAC1 antagonist, PLK1 PBD block, PI5P4K alpha inh, EPAC1 agonist, IL2 activator, Abeta rescue, FUS yeast rescue, WRN helicase inh
- CC(C)Nc1nc(C#N)nc(NC(C)C)n1
    2%, -2%, ·, 0%, -3.0, 24%, 4%, -2%
- COc1ccc(S(=O)(=O)Nc2ccc(NC(C)=O)cc2)cc1Cl
    17%, -8%, 3, 10%, -1.9, 8%, ?, -15%

Screening results (PubChem BioAssay)
